# Screening results as filed in PubChem BioAssay.
# NPSR antag: blocks cAMP signaling of the human neuropeptide S receptor; Q6W5P4; CHO-NPSR cells, cAMP TR-FRET, antagonist mode; Potency, µM (doses to about 38.3 µM), without a hit: at the top dose activity change, negative = inhibition, hits mostly inhibitors; 220,000 compounds, 1% hits; AID 1461; note: potency is the fitted concentration of half-maximal effect; % is set by controls: 0 for no effect and ±100 for the full control effect; nearly all actives have a fitted effect of over 50% in size; many of its hits are not listed in these tables
# Target sequence (Q6W5P4 whole entry, looked up): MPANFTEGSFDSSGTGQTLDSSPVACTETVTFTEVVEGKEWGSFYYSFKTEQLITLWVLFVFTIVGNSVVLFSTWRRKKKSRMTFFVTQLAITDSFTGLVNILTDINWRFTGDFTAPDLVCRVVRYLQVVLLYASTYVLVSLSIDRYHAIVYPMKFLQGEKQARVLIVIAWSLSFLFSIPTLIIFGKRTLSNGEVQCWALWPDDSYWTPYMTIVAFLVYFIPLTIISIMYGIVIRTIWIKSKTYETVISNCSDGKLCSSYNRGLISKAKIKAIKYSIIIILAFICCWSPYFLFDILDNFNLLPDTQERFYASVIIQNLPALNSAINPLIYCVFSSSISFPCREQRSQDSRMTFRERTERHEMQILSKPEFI
# CBFb RUNX1 block: inhibitors of human CBF-beta and RUNX1 interaction; 230,000 tested, under 10 active; Potency, µM (doses to about 59.8 µM), for the others: top-dose activity, negative = inhibition, most hits filed as inhibitors; Q01196+Q13951; AlphaScreen CBFb-His/RUNX1-biotin binding, biochemical; AID 1477; note: % of control where 0% means no effect
# Target sequence (Q01196 whole entry, looked up): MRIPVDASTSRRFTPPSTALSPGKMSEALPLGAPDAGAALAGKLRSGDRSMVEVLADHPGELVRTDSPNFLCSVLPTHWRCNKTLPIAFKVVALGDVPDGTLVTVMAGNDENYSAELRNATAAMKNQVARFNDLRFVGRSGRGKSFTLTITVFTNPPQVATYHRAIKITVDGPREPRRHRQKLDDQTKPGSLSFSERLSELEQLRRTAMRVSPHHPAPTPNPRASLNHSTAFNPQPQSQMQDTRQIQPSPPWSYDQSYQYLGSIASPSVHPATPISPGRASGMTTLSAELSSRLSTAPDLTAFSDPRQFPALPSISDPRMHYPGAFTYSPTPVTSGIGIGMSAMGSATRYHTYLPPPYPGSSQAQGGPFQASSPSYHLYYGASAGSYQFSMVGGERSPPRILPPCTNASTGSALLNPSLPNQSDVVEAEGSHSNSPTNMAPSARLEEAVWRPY
# Target sequence (Q13951 whole entry, looked up): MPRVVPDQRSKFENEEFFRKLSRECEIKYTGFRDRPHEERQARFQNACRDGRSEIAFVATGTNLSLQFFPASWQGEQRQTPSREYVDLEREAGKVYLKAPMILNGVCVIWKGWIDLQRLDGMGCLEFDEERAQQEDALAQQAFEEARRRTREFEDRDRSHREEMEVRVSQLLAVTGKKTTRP
#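 AlphaScreen binding: CBFb-His and RUNX1-biotin (30 nM each) preincubated 20 min, compound added for 15 min, then nickel and streptavidin beads for 90 min, all at room temperature. Disruption of the interaction by any mechanism counts as activity.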
# HttQ103 aggreg: inhibitors of mutant huntingtin aggregate formation in PC12 cells | Potency, µM (titrated, usually from 46.1 µM), for inactives: at the top dose activity change, negative = inhibition, actives largely listed as inhibitors | 220,000 compounds, 1.1% hits | PC12 HttQ103-GFP aggregates, Acumen cytometry, 40 h | AID 1688; note: potency is the fitted concentration of half-maximal effect; % is set by controls: 0 for no effect and ±100 for the full control effect; nearly all actives have a fitted effect of over 60% in size
#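 PC12 cells with ecdysone-inducible HTT exon1 Q103-GFP, induced by 100 nM tebufenozide, given compounds in a concentration series. GFP aggregates (1–25 um, 6 SD above background) counted in lysates by laser-scanning cytometry, 488 nm excitation.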
# IMPase Li inh: IMPase inhibition in cells with lithium potentiation; CHO-M1 cells, IP1 TR-FRET (IP-One), carbachol + lithium; Potency, µM (titrated, usually from 59.4 µM), without a hit: at the highest dose activity, negative = IMPase inhibition, most hits filed as inhibitors; 210,000 compounds, 0.35% hits;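 note: IP1 builds up when IMPase is blocked and the TR-FRET signal falls; potency is the fitted concentration of half-maximal effect; plate controls were basal vehicle for no effect and high inhibitor control for full effect; nearly all actives have a fitted effect of over 50% in size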
#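 CHO cells stably expressing M1 receptor (2000/well) were cultured 16–30 h, then exposed to compounds with a small lithium addition for 30 min at 37C. IP1 was measured by TR-FRET competition; AC50 from Hill fits.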
# KinaseGlo FLuc: blocks Kinase-Glo luciferase, a counter-screen artifact. Kinase-Glo luciferase, ATP luminescence, 8 min. Potency, µM (doses to about 38.3 µM), for the others: at the top dose activity change, negative = inhibition, most hits filed as inhibitors. 200,000 compounds, 0.28% hits. AID 1379; note: potency is the fitted concentration of half-maximal effect; % is set by controls: 0 for no effect and ±100 for the full control effect; nearly all actives have a fitted effect of over 60% in size
#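 Light output from Kinase-Glo luciferase with luciferin and 10 uM ATP in 50 mM imidazole pH 7.2, KCl, MgCl2, Tween 20, BSA; compound pin-delivered, 8-min ambient incubation, then luminescence read.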
# Epigenetic derep: regulators of epigenetic silencing causing reporter derepression in mouse cells | murine LDR cells, GFP reporter derepression, 30 h | Potency, µM (top dose mostly 53.9 µM), inactives show at the highest dose GFP activation, hits mostly activators | 280,000 compounds, 0.2% hits; note: potency is the fitted concentration of half-maximal effect; % of control where 0% means no effect; nearly all actives have a fitted effect of over 60% in size
#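 GFP-positive cell count by laser-scanning cytometry (objects 20–120 um) after 30 h, 37 C compound exposure of murine LDR cells; reporter is CMV-GFP integrated at a silenced locus, inducible by HDAC or DNMT inhibitors.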
# L3MBTL1 inh: inhibitors of human L3MBTL1; Q9Y468; AlphaScreen L3MBTL1–H3K9me1 peptide binding; Potency, µM (highest dose often 57.1 µM), for the others: at the highest dose activity, negative = inhibition, actives largely listed as inhibitors; 230,000 compounds, 0.66% hits; note: potency is the fitted concentration of half-maximal effect; % is set by controls: 0 for no effect and ±100 for the full control effect; nearly all actives have a fitted effect of over 60% in size
#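 AlphaScreen assay: L3MBTL1 (50 nM final) was preincubated 30 min at room temperature with biotinylated H3(1-15)K9me1 peptide (75 nM final), then 30 min with library compounds; streptavidin donor and nickel chelate acceptor beads (10 ug/mL final) added, 30 min dark.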
# Active calls of the source: *; ? = inconclusive; . = not tested or not shown; [ ] = remark or other dose. Calls come from the whole dose curve; as a rule, active = well fitted curve in the direction sought with a large enough effect; inconclusive = small, poorly fitted or top-dose-only effect, or another doubt; inactive = no such curve, though single readings can be large; an effect the other way counts as inactive or inconclusive. Some of the compounds tested. The share of hits here may be higher or lower than overall.
Compound,NPSR antag,CBFb RUNX1 block,HttQ103 aggreg,IMPase Li inh,KinaseGlo FLuc,Epigenetic derep,L3MBTL1 inh
O=C(O)CNC(=S)N(Cc1ccccc1)Cc1cccs1,1%,9%,6%,3%,2%,?,15%
c1ccc(CSc2n[nH]c(-c3ccco3)n2)cc1,-5%[46.1 µM],-8%,-12%,13%[38.3 µM],6%,1.0%,.
O=C(CSCc1ccc(Cl)cc1)c1ccco1,-2%[46.1 µM],2%,2%,-7%[38.3 µM],-6%,-0.2%,-7%
CC(C)Sc1nc(N)nc(-c2cccs2)c1C#N,0%[46.1 µM],28%,9%,0%[38.3 µM],-1%,0.6%,?
O=C(/C=C/c1ccccc1)NNc1ccc(Cl)cc1,-9%,1%,-12%,0%,-2%,3.5%,13%
COc1ccc(C)cc1NC(=O)CSc1nnc(-c2ccc(OC)c(OC)c2)n1N,-5%[46.1 µM],-1%,12%,9%[38.3 µM],1%,-0.3%,7%
O=C(NC1CCN(C(=S)NCc2ccco2)CC1)NC12CC3CC(CC(C3)C1)C2,-3%[46.1 µM],0%,-15%,6%[38.3 µM],7%,-0.2%,-8%
COc1cccc(N/C(N)=N/c2nc(C(F)(F)F)cc(C(F)(F)F)n2)c1,-12%,-5%,20%,4%,3%,-3.3%,31%[activator]
COc1cc2c(cc1OC)C(C)N(C(=O)c1ccc(Br)o1)CC2 (configuration not stated),-1%,0%,?,5%,1%,0.0%,-5%
Cn1c(=O)c2[nH]c(=O)cnc2n(C)c1=S,26%,5%,-8%[9.22 µM],6%,2%,0.1%,4%
O=C(/C=C/c1ccccc1)c1ccc(O)cc1,.,10%,.,28%,-15%,-1.3%,.
Cc1ccc(S(=O)(=O)N2CCN(C(=O)CN3C(=O)NC4(CCOc5ccccc54)C3=O)CC2)cc1 (configuration not stated),-22%[46.1 µM],6%,0%,30%[38.3 µM],2%,-1.5%,.
O=c1cc(-c2ccccc2)nc(SCc2ccc(F)cc2)[nH]1,7%,-9%,?,-7%,1%,-3.2%,-1%
O=C(Cn1c2ccccc2c(=O)c2ccccc21)Nc1ccccc1F,-10%[46.1 µM],0%,?,9%,0%,2.6%,?
CC1CN(C(=O)COc2ncnc3ccccc23)CC(C)O1 (configuration not stated),-9%[46.1 µM],2%,-10%,3%[38.3 µM],4%,0.0%,1%
O=c1cc(O)nc(-c2ccc(Cl)cc2)s1,-6%,-7%,7%[9.22 µM],-5%,4%,-3.0%,-8%
O=c1[nH]c2ccc(NC(=S)Nc3ccc(Cl)cc3Cl)cc2[nH]1,9%[46.1 µM],6%,15%,22%[38.3 µM],19%,0.0%,.
CCCCSC(=S)NC1CCS(=O)(=O)C1 (configuration not stated),13%,6%,?,4%,1%,-1.8%,7%
CCOc1ccc(/C=C/C(=O)Nc2ccccc2C(F)(F)F)cc1,7%,6%,-5%,-2%,-14%,0.0%,6%
Cc1ccc(CC(=O)N/N=C/c2ccc3c(c2)OCO3)cc1,11%,11%,2%,-4%,-1%,-4.2%,11%

# Other records follow.
Compound,NPSR antag,CBFb RUNX1 block,HttQ103 aggreg,IMPase Li inh,KinaseGlo FLuc,Epigenetic derep,L3MBTL1 inh
Oc1ccc(-c2nc(-c3ccc(O)c(O)c3)cs2)cc1,-10%[46.1 µM],-16%,16%,5%[38.3 µM],-8%,0.8%,-28%
CCN(CCO)Cc1csc2cccc(Br)c12,4%[46.1 µM],6%,-12%,-12%[38.3 µM],-4%,-1.7%,2%
Cc1noc(C)c1COC(=O)CCc1nc2ccccc2c(=O)[nH]1,2%[46.1 µM],-6%,-12%,2%[38.3 µM],-1%,0.0%,8%
CCOc1ccc(NC(=O)c2sccc2-n2cccc2)cc1,-14%,-6%,10%,12%,.,-1.3%,.
Cc1cc(C)n2c(SCCC(C)C)nnc2n1,-5%[46.1 µM],2%,10%,-25%[38.3 µM],0%,-1.0%,9%
CCCCC(=O)Nc1nnn(CCC)n1,-5%[46.1 µM],6%,4%,23%[38.3 µM],1%,0.0%,.
CCOC(=O)CC1C(=O)NCCN1C(=O)c1cc2c(=O)n3ccccc3nc2s1 (configuration not stated),24%[46.1 µM],-4%,23%,-21%[38.3 µM],1%,2.9%,.
O=C(/C=C/c1ccc2ccccc2c1)c1ccoc1,-11%[46.1 µM],-2%,-2%,-7%[38.3 µM],-1%,-2.8%,2%
O=S(=O)(Nc1ccc(N2CCCCC2)cc1)c1ccc(F)c(F)c1,-3%,-12%,7%,10%,-2%,0.0%,-14%
Cc1cccc(C)c1NC(=O)C(NC=O)c1ccc(Cl)cc1 (configuration not stated),8%[46.1 µM],5%,-18%,3%,3%,-11%,5%
Cc1ccc(C(=O)COc2ccc3ccc(=O)oc3c2)cc1,-11%,5%,13%[9.22 µM],.,.,2.1%,.
CC1(C)Cc2c(C#N)c(N)sc(=S)c2CO1,2%[46.1 µM],7%,-12%,?,-2%,-0.4%,-14%
O=C(COc1ccccc1)Nn1c(-c2ccccc2)nc2ccccc2c1=O,11%,-1%,26%,4%,4%,-1.8%,1%
CCOc1ccc(OCC)c(NC(=O)C2CCCN2S(=O)(=O)c2cccc3cccnc23)c1 (configuration not stated),-26%[46.1 µM],-10%,-22%,3%[38.3 µM],-5%,0.4%,.
COc1cc(/C=C/C(=O)O)cc(Br)c1O,-3%,15%,-18%[9.22 µM],.,.,-1.1%,.
CCc1nn2cc(C(=O)c3cc(C)ccc3O)cnc2c1-c1ccc(F)cc1,-35%,-18%,-18%,6%,-4%,-1.1%,3%
CCOC(=O)C1CCN(S(=O)(=O)c2ccc(Cl)nc2)CC1,5%,-2%,-7%[9.22 µM],.,.,0.1%,5%
Cc1csc(SCc2ccc(C(=O)O)cc2)n1,-8%[46.1 µM],-10%,-5%[9.22 µM],-5%[38.3 µM],-2%,-7.8%,.
Cc1sc2nc(SCC(=O)Nc3c(C)n(C)n(-c4ccccc4)c3=O)n(C)c(=O)c2c1C,?,1%,-6%,10%[38.3 µM],8%,2.2%,-23%
C#CCOCCOCCOCCNc1nc(N2CCN(C(=O)[C@H](CCCCN)n3cc(C(N)[C@H](C)CC)nn3)CC2)nc(N2CCN(C(=O)[C@H](CCC(=O)O)n3cc(C(N)[C@H](C)CC)nn3)CC2)n1 (some centres not stated),-20%,-6%,-7%[9.22 µM],-12%,.,3.0%,-10%

# Single values from the list.
# CCc1nn2cc(C(=O)c3cc(C)ccc3O)cnc2c1-c1ccc(F)cc1 | CBFb RUNX1 block = -18%
# CC1(C)Cc2c(C#N)c(N)sc(=S)c2CO1 | KinaseGlo FLuc = -2%

# Further structures:
Compound,NPSR antag,CBFb RUNX1 block,HttQ103 aggreg,IMPase Li inh,KinaseGlo FLuc,Epigenetic derep,L3MBTL1 inh
CC(Sc1cccc2cccc(C(=O)O)c12)C(=O)O (configuration not stated),-1%[46.1 µM],3%,12%,-2%[38.3 µM],1%,-0.8%,15%
C=C(C)CSc1[nH]c(=O)cc(C)c1C#N,2%,10%,-1%[9.22 µM],4%,0%,1.5%,3%
O=C(COC(=O)CCCc1c[nH]c2ccccc12)Nc1ccc2c(c1)OCO2,-7%[46.1 µM],-16%,12%,-17%[38.3 µM],-2%,-1.1%,-8%
O=c1c(-c2ccc(F)cc2)coc2c3c(ccc12)OCCO3,-16%[46.1 µM],4%,-3%,4%[38.3 µM],-4%,1.2%,.
C=C(C)CN=C1SC(C(=O)Nc2sc3c(c2C(=O)OC)CCC3)C(N)=C1C(N)=O (configuration not stated),-13%,-16%,6%,24%,2%,0.0%,-15%
Cc1nn(CCC(N)=S)c2nc(-c3cccs3)cc(C(F)(F)F)c12,-38%,-2%,0%,-4%,2%,0.0%,0%
Cc1ccccc1OCCNC(=O)c1ccccc1Sc1ccccc1C#N,-20%[46.1 µM],3%,32%,-16%[38.3 µM],-1%,0.9%,7%
O=C(c1ccc(-n2c(SCc3cccc(F)c3)nc3ccccc3c2=O)cc1)N1CCOCC1,-44%,-8%,2%,12%,0%,0.0%,-17%
Cc1cc(S(=O)(=O)NCC(C)C)ccc1OCC(=O)NCc1ccccn1,0%[46.1 µM],0%,-7%,-8%[38.3 µM],2%,-1.8%,.
CCOC(=O)c1[nH]c2ccccc2c1NC(=O)c1ccco1,0%[46.1 µM],6%,-2%,12%[38.3 µM],-5%,1.8%,4%[11.4 µM]
O=[N+]([O-])c1cc(S(=O)(=O)C(F)(F)F)ccc1Sc1nc2ccccc2[nH]1,?,-12%,?,27%[38.3 µM],16%,-1.0%,.
Cc1c(C(=O)Nc2ccccc2)oc2c1C(=O)CC(C)(C)C2,-9%[46.1 µM],11%,10µM*,28%[38.3 µM],1%,1.1%,6%
CCOc1cc(/C=N/NC(=O)C(=O)N2CCCC2)ccc1O,7%,7%,-6%[9.22 µM],4%,3%,-3.8%,-4%
CCCCC(=O)Nc1cc(-c2nc3ncccc3o2)ccc1C,7%,-5%,2%,1%,6%,-1.0%,-6%
CCOC(=O)C[N+](CC)(CC)CC#Cc1ccccc1,15%,5%,11%,1%,1%,-2.2%,11%
O=C(NCCCN1CCCC1=O)c1cccc(N2CCCC2=O)c1,-3%[46.1 µM],3%,-10%,7%[38.3 µM],1%,0.0%,.
Cc1ccc2cc(CN(CC3CCCO3)C(=O)Nc3ccccc3F)c3nnnn3c2c1 (configuration not stated),-21%,8%,-1%,4%,5%,0.0%,10%
N#CC1=C(N)Oc2n[nH]c(-c3cccs3)c2C1C1C=CCCC1 (configuration not stated),-20%[46.1 µM],-4%,28%[9.22 µM],25%[38.3 µM],-1%,-1.0%,.
CN1CCC(=NNc2ccc(S(=O)(=O)N3CCOCC3)cc2[N+](=O)[O-])CC1,5%,-13%,27%,1%,0%,-3.0%,-10%
Cc1ccc(-c2csc3ncnc(N4CCc5ccccc5C4)c23)cc1,-38%,5%,?,16%,2%,0.0%,-3%

# Next results.
Compound,NPSR antag,CBFb RUNX1 block,HttQ103 aggreg,IMPase Li inh,KinaseGlo FLuc,Epigenetic derep,L3MBTL1 inh
Cc1cc(C)nc(N/C(=N\S(=O)(=O)Cc2ccccc2)Nc2ccccc2Br)n1,-30%,1%,0%,11%,0%,0.0%,3%
CCCC[C@@H]1C[C@H]1C(NC(=O)c1ccc(-c2ccccc2)cc1)c1ccc(-c2ccccc2)cc1 (some centres not stated),.,12%,.,-1%,0%,-0.5%,.
COC(=O)C1=C(C)NC(=S)NC1c1ccc(-c2cccc(Cl)c2)o1 (configuration not stated),-34%,0%,-8%,1%,2%,0.0%,-15%
S=C(Nc1ccc(Cl)cc1)N1CCCC1,14%,-10%,25%,3%,0%,-1.3%,8%
